# High-throughput results (PubChem BioAssay)
# AmpC inh detg – AmpC beta-lactamase inhibition with detergent present; P00811; AmpC hydrolysis of nitrocefin, absorbance 480 nm, 0.01% Triton; Potency, µM (highest dose often 114 µM), for the others: at the highest dose activity change, negative = inhibition, usual class: inhibitors; hit rate 0.041% among 370,000; AID 485294; active means well fitted inhibition curve with a large enough effect; inconclusive means small, poorly fitted or top-dose-only effect;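 further: potency means the concentration at half of the fitted maximal effect; 0% = no-compound wells and -100% = no-enzyme wells; nearly all actives have a fitted effect of over 25% in size; some results filed as inactive show a strong effect at the top dose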
# Target sequence (P00811 whole entry, looked up): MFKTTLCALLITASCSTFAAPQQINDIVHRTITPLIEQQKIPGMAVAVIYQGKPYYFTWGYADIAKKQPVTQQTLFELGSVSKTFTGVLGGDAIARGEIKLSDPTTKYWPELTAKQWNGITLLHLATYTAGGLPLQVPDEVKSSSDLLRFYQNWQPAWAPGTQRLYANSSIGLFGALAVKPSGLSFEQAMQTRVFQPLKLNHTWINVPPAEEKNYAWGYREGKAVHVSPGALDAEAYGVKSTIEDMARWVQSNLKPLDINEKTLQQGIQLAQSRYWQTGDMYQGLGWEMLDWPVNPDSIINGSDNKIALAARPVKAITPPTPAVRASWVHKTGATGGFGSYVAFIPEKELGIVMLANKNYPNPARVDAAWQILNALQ
#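 AmpC (5.3 nM in the dispensed reagent) in 20 mM phosphate pH 7.0 with 0.01% (detergent screen) or 0.0001% Triton X-100 was preincubated with compounds for 15 min at room temperature. Nitrocefin was then added from an 800 uM solution, and hydrolysis was followed at 480 nm.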
# HCMV inh – blocks human cytomegalovirus replication; AID 1259415; HFF cells, HCMV-luciferase reporter, 72 h; hits give low values; hit rate 4.5% among 410,000; activity change, negative = inhibition, % at 57.5 µM; in the data active means activity change below about -60%; inconclusive means no clear call, values can overlap the other calls; inactive means above about -39%
#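 HFF cells seeded 16 h at 37C, treated with compounds, infected with luciferase-reporter HCMV at MOI 1 PFU/cell; luciferase read at 72 h post infection, normalized to buffer-only and Salinomycin controls.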
# Starred values were filed as active, the others as inactive; ? = inconclusive. Unless noted, on the % scale 0 is the no-effect control and ±100 the full control effect. An excerpt, so the mix of outcomes need not match the whole.
SMILES,AmpC inh detg,HCMV inh
O=C(Nc1ccc(C(=O)N2CCN(c3ccccc3F)CC2)cc1)c1nsc2ccccc12,14%,-26
Cc1ccc(CNc2ncnc3c2cnn3-c2ccc(C)cc2C)cc1,8%,-10
Cc1ccc(/C=C/c2nc3ccccc3[nH]2)cc1,2%,-91*
O=C(Cn1c(=O)n(Cc2ccc3c(c2)OCO3)c(=O)c2ccc(C(=O)NC3CCCCC3)cc21)Nc1ccccc1F,2%,-9
O=C(NCc1cccc(F)c1)c1ccccc1NC(=O)c1nsc2ccccc12,-3%,0
COc1ccc(CNc2nc(-c3ccccc3)nn2S(=O)(=O)c2ccccc2)cc1,-8%,74
Fc1ccc(-c2cc(-c3ccccc3)c3c(n2)-c2cc(F)ccc2OC3)cc1,0%,-3
COc1cccc(-n2c(=O)c3sc4ccccc4c3n(CC(=O)Nc3cccc(Cl)c3)c2=O)c1,19%,8
CC(Oc1ccccc1)C(=O)OCc1cc(=O)n2nc(C(C)C)sc2n1 (stereo not given),-10%,-10
CC1=C(C(N)=O)C(c2ccc(C(C)C)cc2)n2nc(SCc3ccccc3F)nc2N1 (stereo not given),5%,-26
CCCCOc1ccc(Cn2c(=O)sc3ccccc32)cc1OC,2%,12
CCCC(=O)n1nc(-c2ccco2)nc1NCc1ccccc1Cl,14%,21
Cc1cccc(CC(=O)NC2CC(=O)N(c3ccccc3)C2)c1 (stereo not given),-1%,-6
COc1cccc(CNC(=O)CCc2c(C)nc3c(c2C)c(=O)n(C)c(=O)n3C)c1,-12%,8
COc1cccc(CNC(=O)COCc2cc(-c3ccc4c(c3)OCO4)on2)c1,-7%,6
CC1=Nc2cc(C(=O)NCc3ccc(C)cc3)ccc2Sc2ccc(Cl)cc21,-7%,-35
COc1ccc(OCC(=O)NCC2(N3CCN(C)CC3)CCCCC2)cc1,-2%,24
Cc1ccc(-c2nc3ncccc3o2)cc1NC(=O)c1cccc(OCC(C)C)c1,-5%,-11
COc1ccccc1N1CCN(C(=O)Cn2ncc3ccsc3c2=O)CC1,3%,0
Cc1nn(S(=O)(=O)c2ccc(C(C)(C)C)cc2)c(C)c1S(=O)(=O)N1CCC(C)CC1,19%,-9
CC(=O)c1ccc(NC(=O)Cn2cc(S(=O)(=O)Cc3ccccc3Cl)c3ccccc32)cc1,0%,0
CN(C(=O)c1cc2c(=O)n3ccccc3nc2n1C)c1ccccc1,16%,77
COc1cccc(-n2c(=O)c3c(C)c(C(=O)N(C)C)sc3n(Cc3cccc(C)c3)c2=O)c1,0%,-2
COc1ccc(OC)c(CNCc2c(C(=O)O)n(Cc3cccc(F)c3)c3cc(OC)ccc23)c1,?,11
CC(=O)c1cccc(NS(=O)(=O)c2cc3c(cc2C)n(C)c(=O)c(=O)n3C)c1,18%,-12
Cc1nc2ncnn2c(C)c1CCC(=O)N1CCN(c2ccccc2)CC1,2%,7
COc1ccc(N2CC(NC(=O)c3ccc4c(c3)OCO4)CC2=O)cc1OC (stereo not given),1%,14
CCC1=C(c2ccc(C)cc2)S(=O)(=O)N=C1N1CCC(C(=O)NCCc2cccc(OC)c2)CC1,17%,-6
CCSc1nc2n(n1)C(c1ccc(Cl)cc1Cl)C(C(=O)Nc1ccccc1C)=C(C)N2 (stereo not given),8%,-91*
Cc1nc2cccnc2n1-c1cccc(C(=O)NCCN(C)C)c1,11%,0
CCOC(=O)c1sc2ncn(CC(=O)Nc3ccc(OC)c(Cl)c3)c(=O)c2c1C,7%,11
Cc1ccc(Cl)cc1NC(=O)CCC(=O)N1CC(C)Sc2ccccc21 (stereo not given),-2%,?
Cc1ccccc1CNC(=O)CN1C(=O)CSc2ccc(S(=O)(=O)N(C)C)cc21,-1%,5
COc1ccc(CCNC(=O)c2ccc3c(c2)CCN3S(=O)(=O)c2ccccc2)cc1,12%,?
Cc1ccc(OCCCn2c(C3CC(=O)N(c4cccc(Cl)c4)C3)nc3ccccc32)c(C)c1 (stereo not given),-2%,17
COc1ccc(-c2cc3ccc(O)c(CN4CCCC(C)C4)c3oc2=O)cc1 (stereo not given),22%,-39
CCc1cccc(NS(=O)(=O)c2ccc3c(c2)CC(C)N3C(=O)C2CC2)c1 (stereo not given),4%,-80*
CCc1ccc(CNC(=O)c2ccc3c(c2)N=C(C)c2cc(C)ccc2S3)cc1,12%,-25
COc1ccc(C(=O)c2cn(Cc3ccccc3)c3ccccc3c2=O)cc1OC,?,-10
CCc1cccc(NC(=O)c2c(C)oc3nc(C)nc(N4CCCC4)c23)c1,-1%,-9
COc1ccc(S(=O)(=O)NCCS(=O)(=O)N2CCN(c3ccccc3)CC2)cc1OC,23%,?
CCCCc1ccc(C(=O)Nc2ccc3nc(N(CC)CC)cc(C)c3c2)cc1,4%,-61*
COc1ccc(N2C(=O)CS(=O)(=O)C23C(=O)N(Cc2ccccc2)c2ccccc23)cc1 (stereo not given),-2%,-7
Cc1ccc(CS(=O)(=O)c2ncc(Cl)c(C(=O)Nc3nc4ccc(F)cc4s3)n2)cc1,19%,-93*
CCOc1ccc(NC(=O)Cn2c(=O)n(Cc3ccc(C(=O)NCc4ccc5c(c4)OCO5)cc3)c(=O)c3ccccc32)cc1,14%,0
CCc1ccc(N(CC)C(=O)Cn2c(=O)oc3ccccc32)cc1,4%,-10
COc1ccccc1CNC(=O)Cn1ncc2c(C)n(Cc3ccccc3Cl)c(C)c2c1=O,14%,-7
COc1ccc(NC(=O)CN2CCN(Cc3ccccc3Cl)S2(=O)=O)cc1Cl,8%,?
Cc1cc(C)cc(NC(=O)Cc2noc3ccccc23)c1,1%,43
Cc1cccc(NC(=O)CN2C(=O)c3cccc4cccc2c34)c1C,24%,7
COC(=O)c1ccccc1NC(=O)CN1C(=O)COc2ccccc21,-4%,-7
Cc1cccc(-n2c3nc(=O)n(C)c(=O)c-3cc3c(Cl)cccc32)c1C,-3%,8
COc1cc(NC(=O)CSc2nc3ncccc3o2)cc(OC)c1,0%,5
COc1cccc(C(=O)c2sc(Nc3ccc(C)cc3C)c(S(=O)(=O)c3ccccc3)c2N)c1,18%,1
CC(C)(C)C(=O)N1CCN(c2nc3c(F)cccc3s2)CC1,-2%,-9
CC(C)NC(=O)c1cc2c(Cl)nc3ccccc3c2s1,2%,-2
COCCn1c(CNC(=O)c2cc(OC)c(OC)c(OC)c2)nc2cccnc21,-1%,4
Cc1n[nH]c(C)c1S(=O)(=O)N(CC(=O)NCc1ccccc1Cl)c1ccc(C(C)C)cc1,0%,?
COCCCNC(=O)Cn1c(=O)n(-c2cccc(C)c2)c(=O)c2c1c1cc(C)ccc1n2C,2%,-21
COc1ccc(CNC(=O)c2cc3c(=O)n(Cc4cccs4)ccc3nc2C)cc1,-6%,-3
# New compounds follow:
SMILES,AmpC inh detg,HCMV inh
COc1cc2c(=O)c(S(=O)(=O)c3ccccc3)cn(CC(=O)Nc3ccccc3C)c2cc1OC,2%,6
CC1CCc2c(sc3nnn(Cc4ccccc4)c(=O)c23)C1 (stereo not given),18%,0
COc1ccc(Cn2c(SCc3ccc(C(=O)NCc4ccc(C)cc4)cc3)nc3cccnc32)cc1,-1%,-21
CCCCN(CC)CCNC(=O)C1CCCN(c2ncnc3onc(C)c23)C1 (stereo not given),19%,9
Cc1ccc(NC(=O)c2ccc(-n3c(C)nnc3C)cc2)cc1F,-6%,5
Cc1ccc(-c2c(C)n3c4c(=O)n(C)c(=O)n(C)c4nc3n2-c2cccc(O)c2)cc1,-2%,-18
Cc1ccc(CNCc2ccccc2Cl)s1,-4%,-3
COc1ccccc1N1CCN(C(CNC(=O)C(=O)NCCc2ccccc2)c2cccnc2)CC1 (stereo not given),-1%,-40
Cc1cc2c(cc1S(=O)(=O)C(C)CC(=O)NC1CCC(C)CC1)OCC(=O)N2 (stereo not given),2%,3
CCSc1nc2sc3c(c2c(=O)n1-c1ccc(C)cc1)CCCC3,20%,-4
CCOc1ccc(Cn2c(CNS(=O)(=O)c3cccc(Cl)c3)nc3cccnc32)cc1,-5%,14
O=C(Nc1c(C(=O)O)oc2ccccc12)c1ccc(C(F)(F)F)cc1,4%,7
CCOC(=O)c1c(C)[nH]c(CCC(=O)NCc2cc(Br)ccc2OC)c1C,-3%,10
CCn1c(=O)cc(OCC(=O)NCc2ccccc2Cl)c2ccccc21,-6%,-9
CCOC(=O)N1CCc2c(sc(NCc3cc(OC)c(OC)cc3OC)c2C(=O)Nc2ccc(OCC)cc2)C1,-3%,2
COc1ccccc1NC(=O)Cn1c(SCC(=O)Nc2ccc(F)cc2)nc2ccccc21,2%,-5
O=C(CSc1nc2c([nH]c3ccccc32)c(=O)n1-c1ccc(F)cc1)N1CCCCCC1,3%,-14
O=C(NCc1ccccc1)C(=O)NCC(c1ccco1)S(=O)(=O)c1cccs1 (stereo not given),-1%,8
COc1ccc(S(=O)(=O)N(Cc2nc(-c3cccc(C)c3)no2)C2CCCCC2)cc1,12%,-33
COc1ccc(-c2cc(-c3ccccc3)nc3c2COc2ccccc2-3)cc1,0%,-6
Cc1oc2ncn(CC(C)C)c(=O)c2c1C(=O)NCCCN1CCCCC1C (stereo not given),14%,6
CCN(CC)S(=O)(=O)c1ccc2nc(NC(=O)c3ccccc3OC)sc2c1,8%,-9
CCn1c(=O)c2cc(C(=O)NC3CCCCCC3)sc2c2ccccc21,-6%,?
CC1(C)CC(=O)c2cc(C(=O)Nc3ccccc3Cl)c(=O)n(-c3ccc(Cl)cc3)c2C1,6%,-13
Cc1ccc(CNC(=O)C2CCCN(c3ncnc4onc(-c5ccc(F)cc5)c34)C2)cc1 (stereo not given),8%,1
CCn1c(=O)n(-c2ccc(F)c(Cl)c2)c(=O)c2c3c(sc21)CN(C(C)=O)CC3,17%,8
Cc1ccc(C(=O)c2cn(Cc3cccc(C)c3)c3nc(C)ccc3c2=O)cc1,10%,-6
COc1ccc(N2CCN(C(=O)Cn3c(-c4cccs4)cc4ccccc43)CC2)cc1,10%,24
CN(C(=O)CSc1nc2ncccc2o1)c1ccc(F)cc1,13%,-33
O=C(NCCc1ccc(Cl)cc1)c1ccc2c(c1)nc1n2CCOC1,3%,40
CCOC(=O)c1c(C)oc2c(Cl)cc(NS(=O)(=O)c3ccc(Cl)c(C)c3)cc12,19%,13
O=C(NCc1ccco1)c1ccc2c(c1)N(Cc1ccc(F)cc1)C(=O)c1ccccc1S2=O (stereo not given),-7%,9
Cc1cc(C)c(S(=O)(=O)N2CCN(Cc3ccc4c(c3)OCO4)CC2)cc1C,0%,-9
CCc1nn(-c2ccccc2)c2nc(-c3ccccc3OC)c3cc(OC)c(OC)cc3c12,2%,-9
COc1ccc(CNC(=O)CC2N=C3c4ccccc4N=C(SCC(=O)Nc4ccc(N(C)C)cc4)N3C2=O)cc1 (stereo not given),6%,-11
COc1ccccc1C(=O)Nc1cccc(OCc2cc(=O)n3ccccc3n2)c1,19%,-36
Cc1cccc(-c2c3c(=O)n(C)c(=O)n(C)c3c3cnc4ccccc4n23)c1,27%,23
Cc1c(CNC2CCCCCC2)c(C(=O)O)c(C)n1Cc1cccc(Cl)c1,-10%,?
Cc1cccc(-c2nc(CCNC(=O)c3ccc(Br)o3)cs2)c1,2%,-29
CCN(C(=O)CSc1ncc2c(n1)-c1cc(Cl)ccc1N(Cc1ccccc1)S2(=O)=O)c1cccc(C)c1,2%,11
COc1ccccc1CCNC(=O)C(=O)NCC(c1cccs1)S(=O)(=O)c1ccc(F)cc1 (stereo not given),-1%,-18
COc1cccc(CSc2nc(-c3ccccc3OC)nc3c2Cc2c(CO)cnc(C)c2O3)c1,-1%,-26
Cc1cc2c(n1-c1ccc(C(=O)NCc3cccc(Br)c3)cc1)CCC(C)C2 (stereo not given),-6%,?
COc1ccc(-c2nc(CNC(=O)NC3CCCCC3)c(C)o2)cc1,-7%,-3
Cc1ccc(C)c(N(C)C(=O)c2cc3c(s2)-c2ccccc2OC3)c1,-12%,8
